# Screens: PubChem, several laboratories
# Exocytosis inh – blocks lytic granule exocytosis; inhibition, % at 10 µM; TALL-104 LAMP-1 surface exposure, flow cytometry; cells stimulated with thapsigargin and PMA; 0.66% of 360,000 active; AID 651702;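 active = inhibition above about 55%, limit read from the data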
# SRC2 inh – human SRC2 (NCOA2) inhibition. AID 651957. 0.17% of 370,000 active. HEK293 GAL4-SRC2 luciferase reporter, luminescence. Q15596. inhibition, % at 9 µM;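 active = inhibition above the mean inhibition of all tested compounds plus 3 SD, set per campaign, cut at about 52% in these data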;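 note: 0% = DMSO treated cells and 100% = cells given Gossypol at 36 µM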
# NR5A2 inv ag – NR5A2 inverse agonism in reporter assay. 0.13% of 360,000 active. inhibition, % at 3.6 µM. O00482. HEK293T StAR-luciferase reporter, LRH-1 transfected, 24 h;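 active = inhibition above the mean inhibition of all tested compounds plus 3 SD, cut at about 73% in these data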;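 note: 0% = DMSO wells and 100% = reporter-only cells lacking LRH-1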
# NOD2 RIPK2 PPI – NOD2-RIPK2 protein interaction inhibition; O43353; CHO BLA complementation NOD2-RIPK2, CCF4 ratio; inhibition, % at 4.98 µM; 0.38% of 360,000 active; AID 624267; in the data active = inhibition above about 21%;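 note: 0% = vehicle only and 100% = reference blocker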
# TWEAK Fn14 block – TWEAK-Fn14 signaling inhibition. TWEAK-stimulated Fn14 reporter cells, luciferase luminescence, 8 h. inhibition, % at 10 µM. 2% of 360,000 active. AID 1159606; in the data active = inhibition above about 50%
# TROY NFkB inh – blocks TROY-dependent signaling in reporter cells; 0.98% of 360,000 active; Q293 LMP1-TROYcd NF-kB luciferase reporter, 4 h; inhibition, % at 10 µM;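 active = compounds whose plate-normalised and pattern-corrected inhibition of the luciferase reporter signal at the single screening dose is 50% or more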
# ABHD5-PLIN5 inh – ABHD5-PLIN5 protein interaction inhibition. inhibition, % at 4 µM. 0.78% of 360,000 active. Q00G26+Q8WTS1. AID 602281. Split G. princeps luciferase complementation, luminescence, 4 h;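 active = inhibition above the mean inhibition across every tested compound plus 3 SD, cut at about 22% in these data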;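 note: 0% = DMSO only wells and the 100% control is not disclosed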
# TLR9-MyD88 block – inhibitors of human TLR9-MyD88 binding. CHO BLA complementation TLR9-MyD88, CCF4 FRET ratio. inhibition, % at 4.98 µM. 0.21% of 340,000 active. AID 504734;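 active = inhibition above the mean over all tested compounds plus 3 SD, cut at about 21% in these data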;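 note: 0% = DMSO only wells and 100% = clavulanate BLA inhibitor control wells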
# NCOA1 inh – human NCOA1 inhibition; 0.12% of 360,000 active; Q15788; HEK293 GAL4-SRC1 luciferase reporter, luminescence; inhibition, % at 3.6 µM; AID 588354;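 active = inhibition above the campaign mean plus 3 SD, with each screening campaign given its own cutoff, cut at about 60% in these data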;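 note: 0% = DMSO treated cells and 100% = gossypol at 36 µM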
# COUP-TFII inh – blocks human COUP-TFII nuclear receptor | inhibition, % at 8.6 µM | 0.7% of 370,000 active | AID 686940 | HEK293T NGFI-A luciferase reporter, luminescence;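 active = inhibition above a per-plate cutoff, mean inhibition of test wells between control levels plus 3 SD, cut at about 38% in these data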;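 note: cells cotransfected with COUP-TFII expression vector driving the NGFI-A reporter; 0% = median of COUP-TF2 test wells and 100% = reporter-only cells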
# NCOA3 inh – human NCOA3 inhibition. Q9Y6Q9. HEK293 GAL4-SRC3 luciferase reporter, luminescence. inhibition, % at 3.6 µM. 0.17% of 360,000 active. AID 588352;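 active = inhibition above a per-campaign cutoff, the mean of all compounds plus 3 SD, cut at about 60% in these data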;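 note: 0% = DMSO-treated cells and 100% = gossypol-treated cells at 36 µM; higher means less SRC3-driven luciferase light from the GAL4 reporter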
# Numbers without * were called inactive; nt = no result given.
SMILES,Exocytosis inh,SRC2 inh,NR5A2 inv ag,NOD2 RIPK2 PPI,TWEAK Fn14 block,TROY NFkB inh,ABHD5-PLIN5 inh,TLR9-MyD88 block,NCOA1 inh,COUP-TFII inh,NCOA3 inh
CCN(CCn1cccn1)Cc1nc(-c2ccc(C(=O)OC)cc2)no1,5,-4,10,-13,-16,11,-7,nt,-6,10,12
CCCC(=O)NNC(=O)c1c(O)c2ccccc2[nH]c1=O,-5,0,-6,-22,-1,-4,3,-15,4,-4,-4
Cc1ccccc1OCC(=O)OCC(=O)NC1CCCCCC1,1,-14,-9,8,5,3,-6,-19,15,7,8
CSc1ccc2c(c1)C(N1CCN(C)CC1)Cc1ccc(F)cc1S2 (stereo unspecified),69*,-23,-1,17,-72,15,26*,nt,11,18,24
O=C(NCc1ccco1)NCC(F)(F)F,-1,7,1,-10,2,-10,2,-10,-5,-16,5
CC[C@H](C)[C@H](NC(=O)c1ccccc1)C(=O)NC(CC(=O)O)c1ccc(F)cc1 (stereo partly specified),-8,3,10,-9,3,-4,-5,-11,-8,19,-17
CCc1nc2ccc(C(=O)NCc3cccs3)cn2c1N(CC)CCN(C)C,5,-19,13,-1,15,0,6,nt,5,0,16
C[C@H](NC(=O)c1nc[nH]c1C(=O)N(C)Cc1ccccc1)c1ccccc1,9,-25,15,4,-12,8,-2,3,-3,6,14
COc1cc2c(cc1OC)C(C(=O)Nc1ccccc1N1CCN(C)CC1)C1c3ccccc3CCN1C2=O (stereo unspecified),23,2,-5,6,-6,7,6,2,-7,-3,8
O=C(NCCc1ccccc1)c1cc(=O)[nH]c2ccccc12,0,-23,7,-2,13,8,2,2,-8,17,25
O=C(O)CSc1nnc(-c2ccc(S(=O)(=O)N3CCCC3)cc2)n1Cc1ccco1,5,0,6,-4,-1,17,-1,-1,2,0,9
CCNc1nc(NC(C)C)nc(N(C#N)CCOc2ccc(Cl)cc2Cl)n1,-5,-4,-35,2,22,16,-1,-2,-34,12,10
Cc1cc(C)n(CCCC(=O)O)n1,0,-7,9,3,3,6,-5,13,-2,-2,22
C=CCn1c(SCC(=O)Nc2ccc3c(c2)OCO3)nc2ccccc2c1=O,0,-1,11,4,-8,-36,2,-1,-13,31,-6
Fc1ccc2nc3c(nc2c1)CCCC3,-14,30,11,-5,6,-8,2,11,10,15,-14
Cc1ccccc1C(=O)NC(=S)Nc1ccc(S(=O)(=O)N(C)c2ccccc2)cc1,0,21,16,-8,12,2,-2,-2,-1,19,11
COC(C(=O)Nc1ccnn1C1CCN(Cc2nccs2)CC1)c1ccccc1 (stereo unspecified),-3,1,1,-3,10,1,-3,-8,-27,-9,-19
CC(=O)NC(CC(=O)NC1CCCCC1)c1ccccc1 (stereo unspecified),1,15,-2,4,-8,-8,1,8,-5,-7,26
Cc1ccc(C)c(NC(=S)NNC(=O)c2ccco2)c1,2,-19,-19,-6,-14,-9,-3,-1,2,-17,8
COc1ccccc1/C=N/n1c(C)nnc1-n1nc(C)cc1C,-1,-2,-3,0,-12,-5,0,10,-1,13,-4
CC(Oc1cccc(Cl)c1)C(=O)Nc1ccncc1 (stereo unspecified),-11,12,21,-7,-3,11,-2,0,14,17,-6
COc1ccccc1/C=C1/SC(=S)N(CCC(=O)Nc2cccnc2)C1=O,2,-3,-13,4,28,45,7,-4,-10,-4,20
NC(=O)C1CCN(c2c([N+](=O)[O-])cc(C(F)(F)F)cc2[N+](=O)[O-])CC1,-12,-3,-2,-4,-11,33,2,4,7,12,10
CCn1c(C(=O)O)c(CC(=O)Nc2ccc(Br)cc2C)c2ccccc21,2,-6,1,-3,15,13,-8,12,-32,11,2
CC(C)c1ccc(/C=C2\SC(=S)N(CCC(=O)N3CCCCC3CCO)C2=O)cc1 (stereo unspecified),14,48,-5,13,87*,65*,-7,-3,26,41*,42
CCC(C)NC(=O)CNC(=O)c1nn(-c2ccc(OC)cc2OC)c(=O)c2ccccc12 (stereo unspecified),7,11,9,2,16,-5,-9,-11,4,-4,12
COc1ccccc1OCCNC(=O)C1CC(=O)N(c2ccc3c(c2)OCCO3)C1 (stereo unspecified),1,-13,7,-9,-7,-9,9,-3,7,6,-10
O=C1CN(C(=O)CSc2nnnn2C2CC2)c2ccccc2N1,-4,15,-5,1,-5,8,-12,6,-13,-2,8
CCOc1ccc(N(CC(=O)NCCc2ccccc2)S(=O)(=O)c2ccccc2)cc1,31,26,22,-1,8,-8,5,7,-21,7,-7
CC(=O)Nc1ccc(NC(=O)C2CC(=O)N(Cc3ccco3)C2)cc1 (stereo unspecified),7,10,-13,-10,1,-11,1,-10,2,6,6
N#Cc1c(/N=C/c2ccco2)oc(-c2ccccc2)c1-c1ccccc1,5,16,-13,-5,19,-18,-5,2,-45,-6,12
Cc1cc(C)cc(N(CC(=O)NCCSCc2ccccc2)S(C)(=O)=O)c1,2,2,0,-1,7,-15,-7,-10,0,6,16
CCc1ccccc1OCc1nnc(N)s1,-2,-19,-22,-5,5,1,1,4,-5,1,17
Cc1cc(C)cc(NC(=O)c2ccc(NC(=O)c3ccco3)cc2)c1,29,-8,-11,8,19,-3,8,1,8,-3,25
CC(=O)N1N=C(c2cccc(Br)c2)OC12CCCC2,-3,-2,16,6,3,-22,2,2,5,-12,-4
CCCCC(=O)Nc1ccccc1N1CCN(c2ccc(F)cc2)CC1,13,-26,-13,-5,-41,-9,-4,-13,16,9,1
CC(=O)Nc1ccc(C(=O)N2CCOCC2c2cc(C(=O)NCc3ccccc3)no2)cc1 (stereo unspecified),-2,-13,1,-4,25,1,6,nt,-2,-17,2
Cc1ccc(CS(=O)Cc2ccc(C(=O)N3CCOCC3)o2)cc1 (stereo unspecified),-1,3,10,-4,18,-4,7,3,14,6,1
CCCCN(C(=O)c1ccc(Cl)c([N+](=O)[O-])c1)c1c(N)n(CCC)c(=O)[nH]c1=O,0,22,-11,4,11,-23,2,-7,0,10,8
CN1CCC(=O)N([C@H](CSc2ccccc2)Cc2ccccc2)CC1,-6,-18,-9,-8,4,0,1,-6,-17,-11,-5
O=C(C1CCCCC1)N1CCCn2c1nc1ccccc12,-2,-11,-6,8,7,-7,0,5,-11,-3,-11
CCCCCn1c(=O)[nH]c2cc(C(=O)NCc3ccco3)ccc2c1=O,0,-18,-3,0,-2,-6,-5,8,1,-9,16
O=C(CNC1CCCCCC1)Nc1ccccc1N1CCOCC1,2,0,-1,1,-14,5,5,-11,7,-7,14
O=C(NCCc1c[nH]c2ccccc12)c1ccc(F)cc1F,13,-16,-53,-4,-12,-54,2,0,-43,-20,-60
COC(=O)c1[nH]c(C)c(/C(O)=C2\C(=O)C(=O)N(CCN(C)C)C2c2cccs2)c1C (stereo unspecified),-3,-12,4,-5,-6,-11,3,9,-14,11,2
O=C(CSc1nnc(-c2ccccc2O)o1)N1CCCCC1,1,-32,-31,-2,-1,-26,2,2,-12,-14,-21
CCOc1cc(/C=C2\CCCC(C(=O)C(F)(F)F)=C2O)ccc1O,10,17,-8,7,-2,0,-4,14,-24,32,13
O=C(Nc1nc(OCC(F)(F)F)cnc1/C=C\c1ccccc1)c1ccsc1,-2,-17,5,3,-2,-7,-4,nt,2,-4,9
Fc1ccc(-c2nc3ccc(Cl)cn3c2Cc2cccc(F)c2)cc1,1,-46,-20,-17,-16,-29,-4,nt,-3,-15,-15
Cc1nn(C)c(C(=O)NN)c1Cl,-2,-4,5,-11,3,4,3,nt,-23,1,17
NC(=O)c1ccc(Sc2nnc(-c3cccs3)n2CC2CCCO2)c([N+](=O)[O-])c1 (stereo unspecified),-5,3,-8,-15,25,6,3,-4,-8,-1,4
COCCN(Cc1ccccc1)C(=O)c1ccc2c(=O)n3c(nc2c1)CCC3,4,4,3,-6,24,2,5,12,-18,5,16
Cc1ccc(S(=O)(=O)C(C#N)c2nc3ccccc3nc2N2CCN(C)CC2)cc1C (stereo unspecified),-1,9,14,0,-6,7,7,4,2,-3,3
Cc1nc2nc(NCc3cccs3)nn2c(C)c1Cl,5,-47,-37,-2,-8,-14,-3,-1,-46,-33,14
CCOC(=O)c1c(C)c(C(=O)NCC2CCCO2)c(C)n1CC (stereo unspecified),-1,nt,-3,-2,5,-6,4,-4,-6,nt,-1
CNC(=O)N(O)C1N(/N=C/c2ccc(N(C)C)cc2)C(=S)SC1(C)C (stereo unspecified),5,-3,8,-7,8,6,3,6,4,8,0
N#Cc1c(C#N)c(-c2ccccc2)n(-c2ccc(C(=O)O)cc2)c1N,-1,19,15,-8,-2,-22,10,-10,7,-15,8
CC(=O)C[C@@H](O)CC(=O)[C@@H]1OC(=O)CCCCC/C=C/Cc2ccccc21,-6,-12,3,-6,8,-12,2,3,6,3,23
Nc1c(NCCCN2CCOCC2)c2ccccc2oc1=O,0,nt,-18,-13,8,2,-4,-8,11,nt,4
O=C(NCc1ccco1)c1cccc2c1C(=O)c1ccc(N3CCCC3)cc1S2(=O)=O,2,5,3,-1,14,4,26*,1,-11,4,-9
# Additional results follow:
SMILES,Exocytosis inh,SRC2 inh,NR5A2 inv ag,NOD2 RIPK2 PPI,TWEAK Fn14 block,TROY NFkB inh,ABHD5-PLIN5 inh,TLR9-MyD88 block,NCOA1 inh,COUP-TFII inh,NCOA3 inh
Cc1ccc(S(=O)(=O)N2CCCOC2CNC(=O)C(=O)NCc2ccco2)cc1 (stereo unspecified),-3,-2,4,-11,-12,4,0,6,11,-4,9
COC(=O)c1sc(S(=O)(=O)N2CCCCC2)c(C(=O)OC)c1C,-2,4,13,0,4,-19,-4,0,-15,-9,-1
Cc1nn(C)c(C)c1NC(=O)CCSc1nc(-c2ccco2)cc(C(F)(F)F)n1,-2,9,-2,-8,10,-10,-2,-1,2,7,-7
O=C(Nc1ccc(Cl)c(S(=O)(=O)N2CCOCC2)c1)c1ccccc1-c1ccc(C(F)(F)F)cc1,-5,-12,6,2,31,1,-8,-4,10,-11,15
C=CCn1c(SCC(=O)Nc2sccc2C(N)=O)nc2ccccc2c1=O,0,-8,-1,0,46,34,0,-7,-3,13,10
O=C1CC(c2ccccc2Cl)CC(O)=C1C=NCCCO (stereo unspecified),-7,-12,9,4,12,-9,-5,-5,12,4,-17
COc1ccccc1OC(=O)c1ccc(SC)cc1OC,0,6,1,5,-37,-28,-3,-6,2,0,31
COc1ccc(-c2cccc(C(=O)Nc3ccc(C)cc3)c2)cc1,-4,-30,-5,-3,3,9,-1,6,-9,-1,-18
C=C(C)COc1ccc(-c2ncncc2-c2ccccc2OC)c(O)c1,-2,-6,-12,-4,6,12,-7,-5,-26,-5,4

# Nothing new here: four of the compounds above.
SMILES,Exocytosis inh,SRC2 inh,NR5A2 inv ag,NOD2 RIPK2 PPI,TWEAK Fn14 block,TROY NFkB inh,ABHD5-PLIN5 inh,TLR9-MyD88 block,NCOA1 inh,COUP-TFII inh,NCOA3 inh
O=C1CC(c2ccccc2Cl)CC(O)=C1C=NCCCO (stereo unspecified),-7,-12,9,4,12,-9,-5,-5,12,4,-17
COc1ccccc1OC(=O)c1ccc(SC)cc1OC,0,6,1,5,-37,-28,-3,-6,2,0,31
COc1ccc(-c2cccc(C(=O)Nc3ccc(C)cc3)c2)cc1,-4,-30,-5,-3,3,9,-1,6,-9,-1,-18
C=C(C)COc1ccc(-c2ncncc2-c2ccccc2OC)c(O)c1,-2,-6,-12,-4,6,12,-7,-5,-26,-5,4

# A portion of the library (hit frequency here may not be typical).
